Source: PubChem (Broad Institute)
IDE exosite inh: displaces the probe from the exo-site of human IDE | P14735 | purified IDE, FL-6b probe fluorescence polarization; hits give low values | z-score at 20 µM | 6.3% of 17,000 active | AID 1259349;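 active = z-score of -3 or lower, meaning strong loss of probe binding signal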;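 note: His-tagged human IDE residues 42-1019 made in E. coli with 30 nM FL-6b probe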
Target sequence (P14735 42-1019 limits assumed): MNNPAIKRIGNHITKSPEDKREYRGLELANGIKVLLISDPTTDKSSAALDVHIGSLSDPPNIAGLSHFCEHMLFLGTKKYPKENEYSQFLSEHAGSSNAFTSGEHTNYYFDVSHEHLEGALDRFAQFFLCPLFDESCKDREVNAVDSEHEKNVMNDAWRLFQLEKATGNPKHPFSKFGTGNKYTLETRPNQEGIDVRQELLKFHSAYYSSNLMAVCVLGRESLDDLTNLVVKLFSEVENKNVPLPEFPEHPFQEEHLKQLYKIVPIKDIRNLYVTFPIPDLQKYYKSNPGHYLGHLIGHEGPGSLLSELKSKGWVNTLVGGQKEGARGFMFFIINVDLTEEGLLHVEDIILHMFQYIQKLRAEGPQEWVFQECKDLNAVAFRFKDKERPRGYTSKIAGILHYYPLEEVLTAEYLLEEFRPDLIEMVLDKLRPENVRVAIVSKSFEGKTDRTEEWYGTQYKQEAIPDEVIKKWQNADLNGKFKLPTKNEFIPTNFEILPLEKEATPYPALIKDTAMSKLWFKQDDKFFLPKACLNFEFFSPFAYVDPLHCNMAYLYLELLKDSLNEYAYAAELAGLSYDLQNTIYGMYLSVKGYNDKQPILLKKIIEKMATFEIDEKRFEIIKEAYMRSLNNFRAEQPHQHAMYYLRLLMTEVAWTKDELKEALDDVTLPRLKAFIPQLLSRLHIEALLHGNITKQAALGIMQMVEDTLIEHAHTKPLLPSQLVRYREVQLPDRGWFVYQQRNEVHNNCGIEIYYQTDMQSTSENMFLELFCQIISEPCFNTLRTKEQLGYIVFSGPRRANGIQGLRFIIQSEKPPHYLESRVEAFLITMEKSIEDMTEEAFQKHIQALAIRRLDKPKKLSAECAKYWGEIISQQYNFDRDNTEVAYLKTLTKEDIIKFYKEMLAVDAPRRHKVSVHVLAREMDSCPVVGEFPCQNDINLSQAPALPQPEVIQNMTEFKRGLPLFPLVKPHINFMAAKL
* marks the source's active call; other numbers are inactive results; & = joins results of further samples. These rows are one share of the data (hit frequency here may not be typical).

Start of the listing, in advance:
SMILES	IDE exosite inh
O=C(C1CCOCC1)N1CC(=O)N2[C@H](CO)[C@@H](c3ccc(C#CC4CC4)cc3)[C@H]2C1	3.1
O=C(C[C@@H]1C[C@H]2c3cc(NS(=O)(=O)c4ccccc4)ccc3O[C@H]2[C@@H](CO)O1)N1CCOCC1	-0.15
Cc1ccccc1S(=O)(=O)N1CC(=O)N2[C@H](CO)[C@H](c3ccc(C#CCN(C)C)cc3)[C@@H]2C1	1.6
O=C(c1ccc(F)cc1)N1CC(=O)N2[C@H](C1)[C@@H](c1ccc(-c3cccnc3)cc1)[C@@H]2CO	2.2
CN(C)CC#Cc1ccc([C@@H]2[C@H](CO)N3C(=O)CN(C(=O)c4cccnc4)C[C@@H]23)cc1	3.6
O=C(C1CCOCC1)N1CC(=O)N2[C@H](C1)[C@@H](c1ccc(C#Cc3cccc(F)c3)cc1)[C@@H]2CO	-9.4*
COc1ccc(C#Cc2ccc3c(c2)[C@@H]2[C@@H](CCN2S(=O)(=O)c2ccccc2C)[C@@H](CO)N3C)cc1	0.48
COc1cc(CN2CC3(CN(S(=O)(=O)c4cccc(F)c4)C3)c3c([nH]c4cc(OC)ccc34)[C@@H]2CO)cc(OC)c1	-0.042
COc1ccc(CN(C)C[C@@H]2OCCCC[C@H](C)Oc3ccc(NC(=O)C4CCCCC4)cc3C(=O)N([C@H](C)CO)C[C@@H]2C)cc1	0.64
Cc1noc(C)c1S(=O)(=O)N(C)C[C@@H]1OCc2ccccc2-c2c(n(C)c3ccccc23)C(=O)N([C@H](C)CO)C[C@@H]1C	-0.57
COc1ccc2c3c([nH]c2c1)[C@H](CO)N(Cc1ccc(Cl)cc1)CC31CCN(Cc2nccs2)CC1	0.23
COc1cccc(-c2ccc([C@H]3[C@H](CO)N4CCCCN(S(=O)(=O)c5cn(C)cn5)C[C@@H]34)cc2)c1	-0.35

Results (from the top)
SMILES	IDE exosite inh
O=C(C1CCOCC1)N1CC(=O)N2[C@H](CO)[C@@H](c3ccc(C#CC4CC4)cc3)[C@H]2C1	3.1
O=C(C[C@@H]1C[C@H]2c3cc(NS(=O)(=O)c4ccccc4)ccc3O[C@H]2[C@@H](CO)O1)N1CCOCC1	-0.15
Cc1ccccc1S(=O)(=O)N1CC(=O)N2[C@H](CO)[C@H](c3ccc(C#CCN(C)C)cc3)[C@@H]2C1	1.6
O=C(c1ccc(F)cc1)N1CC(=O)N2[C@H](C1)[C@@H](c1ccc(-c3cccnc3)cc1)[C@@H]2CO	2.2
CN(C)CC#Cc1ccc([C@@H]2[C@H](CO)N3C(=O)CN(C(=O)c4cccnc4)C[C@@H]23)cc1	3.6
O=C(C1CCOCC1)N1CC(=O)N2[C@H](C1)[C@@H](c1ccc(C#Cc3cccc(F)c3)cc1)[C@@H]2CO	-9.4*
COc1ccc(C#Cc2ccc3c(c2)[C@@H]2[C@@H](CCN2S(=O)(=O)c2ccccc2C)[C@@H](CO)N3C)cc1	0.48
COc1cc(CN2CC3(CN(S(=O)(=O)c4cccc(F)c4)C3)c3c([nH]c4cc(OC)ccc34)[C@@H]2CO)cc(OC)c1	-0.042
COc1ccc(CN(C)C[C@@H]2OCCCC[C@H](C)Oc3ccc(NC(=O)C4CCCCC4)cc3C(=O)N([C@H](C)CO)C[C@@H]2C)cc1	0.64
Cc1noc(C)c1S(=O)(=O)N(C)C[C@@H]1OCc2ccccc2-c2c(n(C)c3ccccc23)C(=O)N([C@H](C)CO)C[C@@H]1C	-0.57
COc1ccc2c3c([nH]c2c1)[C@H](CO)N(Cc1ccc(Cl)cc1)CC31CCN(Cc2nccs2)CC1	0.23
COc1cccc(-c2ccc([C@H]3[C@H](CO)N4CCCCN(S(=O)(=O)c5cn(C)cn5)C[C@@H]34)cc2)c1	-0.35
Cc1ccccc1S(=O)(=O)N1CCCCN2[C@H](CO)[C@H](c3ccc(C#CCN(C)C)cc3)[C@H]2C1	-1.3
Cn1cnc(S(=O)(=O)N2CCCCN3[C@H](CO)[C@@H](c4ccc(-c5cccc(F)c5)cc4)[C@@H]3C2)c1	-3.7*
COc1cccc(C(=O)N2C[C@@H]3[C@H](c4ccccc42)[C@@H](CO)N3C(=O)c2cccc(F)c2)c1	2.8
COc1cccc(S(=O)(=O)Nc2ccc3c(c2)C(=O)N(C)[C@H]2CC[C@H](CC(=O)NCC4CCCCC4)O[C@H]2CO3)c1	-1.4
CCCC#Cc1ccc([C@@H]2[C@H]3CN(C(=O)NC4CCCC4)CC(=O)N3[C@H]2CO)cc1	-2.4
CCCC(=O)Nc1ccc2c(c1)OC[C@H](C)N(CC1CCOCC1)C[C@H](C)[C@H](OC)CN(C)C2=O	0.43
CCCC(=O)Nc1ccc2c(c1)C(=O)N(C)C[C@@H](OC)[C@@H](C)CN(C(=O)c1ccccn1)[C@H](C)CO2	0.4
CN(C)CC#Cc1ccc([C@@H]2[C@H]3CN(C(=O)c4ccc5c(c4)OCO5)CCCCN3[C@H]2CO)cc1	1.2
OC[C@H]1[C@@H](c2ccc(-c3ccccc3F)cc2)[C@H]2CN(Cc3ccncc3)CCCCN21	-2.3
O=C(C[C@H]1CC[C@@H]2[C@H](COC[C@H](O)CN2C(=O)Cc2ccccc2)O1)NC1Cc2ccccc2C1	-0.66
O=C(CN1CCOCC1)N1CC(=O)N2[C@H](CO)[C@@H](c3ccc(/C=C/c4ccccc4)cc3)[C@H]2C1	-6*
C[C@@H]1CCCCO[C@@H](CN(C)CC2CC2)[C@@H](C)CN([C@H](C)CO)C(=O)c2cc(NC(=O)c3ccccc3)ccc2O1	0.98
C[C@H](CO)N1C[C@H](C)[C@H](CN(C)Cc2ccncc2)Oc2ccc(NS(=O)(=O)c3ccc(F)cc3)cc2CC1=O	0.94

(more compounds)
SMILES	IDE exosite inh
COc1ccc(CNC(=O)C[C@H]2C=C[C@H](NC(=O)c3cccc(F)c3)[C@H](CO)O2)cc1	-0.082
C/C=C/c1ccc([C@@H]2[C@H](CO)N(CC3CC3)C23CN(C(=O)c2ccc4c(c2)OCO4)C3)cc1	-0.064
COc1ccccc1NC(=O)N1CCCCN2[C@@H](CO)[C@H](c3ccc(C#Cc4ccccc4)cc3)[C@@H]2C1	-2.5
OC[C@H]1[C@@H](c2ccc(/C=C/c3ccccc3)cc2)[C@H]2CN(Cc3ccncc3)CCCCN21	-5.7*
O=C(C[C@H]1CC[C@H]2[C@@H](COC[C@H](O)CN2Cc2ccc3c(c2)OCO3)O1)N1CCCCC1	0.12
CS(=O)(=O)Nc1ccc2c(c1)[C@@H]1C[C@@H](CC(=O)NCc3cc(F)ccc3F)O[C@@H](CO)[C@@H]1O2	-0.99
O=C(Cc1cccnc1)N1[C@@H](CO)[C@@H](c2ccccc2)[C@@H]1CNCC1CCC1	0.88
O=C(Cc1cccnc1)N1CC(=O)N2[C@H](CO)[C@H](c3ccc(/C=C/c4ccccc4)cc3)[C@@H]2C1	-5.1*
O=C(c1cnccn1)N1CC(=O)N2[C@H](CO)[C@H](c3ccc(C#CC4CC4)cc3)[C@H]2C1	0.2
CCCN1[C@@H]2Cn3c(ccc(-c4ccccc4)c3=O)[C@H]1[C@@H](C(=O)NCC)[C@@H]2CO	0.53
CN(C)CC(=O)N1[C@@H](CO)[C@@H](c2ccccc2)C12CN(Cc1cccnc1)C2	0.58
CCC(=O)N1[C@H](C#N)[C@@H](c2ccccc2-c2cccc(C)c2)[C@H]1CO	3
CCS(=O)(=O)Nc1ccc2c(c1)C(=O)N(C)[C@@H]1CC[C@@H](CC(=O)NCc3ccc(OC)cc3)O[C@@H]1CO2	-2.5
COc1ccc2c3c([nH]c2c1)[C@H](CO)N(C(=O)Nc1cccc(F)c1)CC31CCN(S(=O)(=O)c2cccc(C)c2)CC1	-1.5
CCC(=O)N1[C@H](CNC(C)=O)[C@@H](c2ccc(-c3ccc(F)cc3)cc2)[C@@H]1CO	3.8
CC(=O)N1CC(=O)N2[C@@H](CO)[C@H](c3ccc(-c4ccncc4)cc3)[C@@H]2C1	-0.3
O=C(C[C@H]1C[C@@H]2c3cc(NC(=O)Nc4ccccc4)ccc3O[C@@H]2[C@H](CO)O1)NCc1ccccc1	0
CNC[C@H]1Oc2cc(C3=CCCC3)ccc2S(=O)(=O)N([C@H](C)CO)C[C@@H]1C	-0.53
O=C(O)C[C@H]1CC[C@H]2[C@@H](COC[C@H](O)CN2S(=O)(=O)c2ccc(Oc3ccccc3)cc2)O1	-0.29
O=C(C[C@H]1CC[C@H]2[C@@H](COC[C@@H](O)CN2C(=O)c2ccc3c(c2)OCO3)O1)NC1CCC1	0.014
Cc1ccccc1-c1ccc([C@H]2[C@H](CO)N3CCCCN(C(=O)Nc4ccc(F)cc4)C[C@@H]23)cc1	-2.4
CC(=O)N1CC(=O)N2[C@H](CO)[C@H](c3ccc(C#Cc4cccnc4)cc3)[C@H]2C1	0.82
O=C(C[C@H]1C=C[C@H](NC(=O)Nc2ccccc2F)[C@H](CO)O1)NCc1ccc(-c2ccccc2)cc1	1.7
CNC[C@H]1OCCCC[C@H](C)Oc2ccc(N)cc2C(=O)N([C@H](C)CO)C[C@@H]1C	-0.6
CO[C@@H]1CC[C@@H]2CCOc3ccc(C#N)cc3C(=O)N(C)C[C@H](c3ccccc3)CC(=O)N(C)C[C@H]1O2	-0.19

Going on with the list.
SMILES	IDE exosite inh
Cn1cnc(S(=O)(=O)N2CC[C@@H]3[C@H]2c2cc(C4=CCCCC4)ccc2N[C@@H]3CO)c1	0.28
COc1cccc(S(=O)(=O)Nc2ccc3c(c2)C(=O)N(C)[C@@H]2CC[C@H](CC(=O)NCC4CCCCC4)O[C@@H]2CO3)c1	0.45
CC(C)NC(=O)N1CCCCN2[C@H](C1)[C@H](c1ccc(Br)cc1)[C@@H]2CO	1.6
COc1cccc(-c2ccc(C3[C@@H]4CN(C(=O)C5CCCCC5)C[C@H]3N4)cc2)c1 (stereo partly drawn)	-0.31&0.17
COc1ccccc1-c1ccc2c(c1)O[C@@H](CN(C)CC1CCOCC1)[C@@H](C)CN([C@H](C)CO)S2(=O)=O	-0.45
CN1C[C@H](O)COC[C@H]2O[C@H](CC(=O)NC3CCCC3)CC[C@@H]21	0.62
Cc1ccc(S(=O)(=O)Nc2ccc3c(c2)C(=O)N(C)[C@@H]2CC[C@@H](CC(=O)NCCc4ccncc4)O[C@H]2CO3)cc1	-1
O=C(C[C@H]1C=C[C@H](NC(=O)C2CCC2)[C@H](CO)O1)NC1CCCCC1	-0.011
O=C(Nc1ccc(F)cc1)N1CC(=O)N2[C@H](CO)[C@H](c3ccc(-c4ccccc4)cc3)[C@H]2C1	-5.5*
CS(=O)(=O)N1[C@H](C#N)[C@@H](c2ccc(C#Cc3cccc(F)c3)cc2)[C@@H]1CO	-0.75
O=S(=O)(c1ccccc1)N1CCCCN2[C@H](CO)[C@@H](c3ccc(-c4cncnc4)cc3)[C@H]2C1	1.1
CCS(=O)(=O)N1CC(=O)N2[C@H](CO)[C@@H](c3ccc(C#CC4CCCC4)cc3)[C@H]2C1	4.9
N#C[C@@H]1[C@@H](c2ccc(-c3cccnc3)cc2)[C@H](CO)N1C(=O)Nc1ccc(F)cc1	0.12
N#Cc1ccc(-c2ccc([C@H]3[C@@H](CO)N4CCCCN(C(=O)Nc5ccc(F)cc5)C[C@@H]34)cc2)cc1	0.72
O=C(Cc1cccnc1)N1CC(=O)N2[C@H](CO)[C@@H](c3ccc(C#CC4CCCCC4)cc3)[C@H]2C1	-0.069
O=C(Nc1ccc2c(c1)[C@H]1C[C@@H](CC(=O)N3CCCCC3)O[C@H](CO)[C@H]1O2)NC1CCCCC1	-0.21
Cc1ccccc1-c1ccc([C@@H]2[C@@H](CO)N3CCCCN(C(=O)Nc4ccc(F)cc4)C[C@@H]23)cc1	0.29
CCS(=O)(=O)Nc1ccc2c(c1)C(=O)N(C)[C@H]1CC[C@H](CC(=O)N[C@H]3CCN(Cc4ccccc4)C3)O[C@H]1CO2	0.77
COc1ccc(-c2ccc([C@@H]3[C@@H](CO)N4C(=O)CN(C(=O)C5CC5)C[C@@H]34)cc2)cc1	-2.5
CCC(=O)N1[C@H](CO)[C@@H](c2ccccc2)[C@@H]1CN(C)C(=O)CN1CCOCC1	-1.3
CO[C@H]1CN(C)C(=O)c2cc(NC(=O)C3CCOCC3)ccc2OC[C@@H](C)NC[C@H]1C	0.93
O=C(C[C@H]1CC[C@H](NC(=O)CN2CCOCC2)[C@H](CO)O1)NC1CCC1	0.58
COc1ccccc1-c1ccc([C@H]2[C@@H](CO)N(C(C)=O)[C@@H]2CN(C)C(C)=O)cc1	0.61
N#Cc1cccc(-c2ccc(C3[C@@H]4CN(C(=O)c5ccccn5)C[C@H]3N4)cc2)c1 (stereo partly drawn)	0.89&1.7
N#C[C@H]1[C@@H](c2ccc(C#Cc3cccc(F)c3)cc2)[C@@H](CO)N1C(=O)C1CC1	1.3

Next structures follow.
SMILES	IDE exosite inh
Cc1noc(C)c1S(=O)(=O)N(C)C[C@H]1Oc2c(NC(=O)c3ccc(-c4nccs4)cc3)cccc2C(=O)N([C@H](C)CO)C[C@H]1C	-1.8
O=C(c1ccccc1F)N1CC2(C1)[C@H](c1ccccc1)[C@H](CO)N2CC1CCOCC1	-0.71
CCCNC(=O)N1CC2(C1)[C@H](c1ccccc1)[C@H](CO)N2Cc1ccc(Cl)cc1	1.8
C/C=C/c1ccc(C2[C@@H]3CN(S(=O)(=O)c4ccccc4)C[C@H]2N3)cc1 (stereo partly drawn)	0.064
COc1cccc(-c2ccc3c(c2)O[C@@H](CN(C)Cc2cccnc2)[C@@H](C)CN([C@@H](C)CO)S3(=O)=O)c1	-1.2
COC(=O)C[C@H]1C=C[C@H](N)[C@H](CO)O1	1.3
COc1ccc2c3c([nH]c2c1)[C@@H](CO)NCC31CCN(C(=O)C2CCOCC2)CC1	0.28
CCCC(=O)Nc1ccc2c(c1)OC[C@@H](C)N(S(=O)(=O)c1cn(C)cn1)C[C@H](C)[C@H](OC)CN(C)C2=O	2.3
C[C@@H]1CN([C@@H](C)CO)C(=O)CCCn2cc(nn2)CO[C@@H]1CN(C)S(=O)(=O)c1cccc(C#N)c1	1.2
O=C(Nc1ccc(F)cc1)N1C[C@H]2[C@@H](c3ccccc31)[C@@H](CO)N2C(=O)c1ccncc1	3.1
N#Cc1ccc(-c2ccc([C@@H]3[C@@H](CO)N4CCCCN(C(=O)Nc5ccc(F)cc5)C[C@H]34)cc2)cc1	3.5
CN(C)CC(=O)N1[C@@H](C#N)[C@H](c2ccc(-c3cccc(C(=O)N(C)C)c3)cc2)[C@@H]1CO	-0.11
CC(C)C#Cc1ccc([C@@H]2[C@@H](CO)N3C(=O)CN(C(=O)c4ccccn4)C[C@@H]23)cc1	0.71
